DAT uptake mod = changed human dopamine transporter uptake under cocaine IC80; B-score at 10 µM; 1.3% of 110,000 active; LLC-PK1 hDAT cells, [14C]-dopamine uptake with cocaine IC80; actives deviate in either direction; Q01959; AID 449768;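 active = Z score or B-score, a plate-position-corrected score, falls beyond the plate's 99.7% confidence bounds, in either direction; inactive = both scores lie inside the 99.7% bounds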;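 also: scored against the spread of the other compound wells on the same plate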
S1P2 antag = blocks the human S1P2 receptor. inhibition, % at 5 µM. cell-based S1P2 antagonist assay, inhibition at 5 uM. O95136. 0.21% of 97,000 active; in the data active = inhibition above about 45%;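 also: CRE beta-lactamase reporter cells expressing human S1P2 stimulated with S1P; 0% = agonist at EC80 alone and 100% = agonist plus reference antagonist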
HUVEC inhibit = human endothelial cell proliferation inhibition | 1.1% of 86,000 active | HUVEC proliferation, CellTiter-Glo luminescence, 72 h; active compounds read low | viability, % at 10 µM (by protocol) | AID 648;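 active = viability at or below 30%; inactive = viability above 30%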;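 also: 100% = median luminescence of DMSO-only cell control wells on each plate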
S1P2 ag = agonists of human S1P2 receptor; O95136; S1P2-expressing cell line, agonist reporter read-out; activation, % at 4.5 µM; 0.46% of 97,000 active; AID 729; in the data active = activation above about 16%;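 also: 0% = vehicle low control and 100% = maximal reference agonist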
Lung fibro prol = blocks proliferation of human lung fibroblasts; LL 47 human lung fibroblast viability, ATP luminescence; active compounds read low; viability, % at 10 µM; 1.1% of 85,000 active;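 active = viability at or below 50% in the single dose screen; inactive = viability above 50%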;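 also: compound exposure lasted 72 h before the ATP readout; 100% = median luminescence of untreated cell-only wells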
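Material: human LL 47 lung fibroblast cells; quantity: 1,150 cells/well; medium: IMEM plus 15% FBS; doses: 0.1% DMSO in all compound wells; timing: overnight attachment after seeding, then 72 h compound exposure at 37 °C; detection: CellTiter-Glo luminescence; measure: % viability of median cell-only signal; controls: cell-only wells, no compound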
The depositor's hits bear a star; . = not tested or not shown. This is a subset, so the mix of outcomes need not match the whole.

item	SMILES	S1P2 ag	DAT uptake mod	HUVEC inhibit	Lung fibro prol	S1P2 antag
1	CCC1=CCN(CCc2c(C)[nH]c3ccccc23)CC1	.	-0.58	.	.	.
2	CC1=C(C/C(C)=C/c2ccccc2)/C(=C/CO)[C@@H]2OC(=O)O[C@]2(C)C12CC2	.	0.064	.	.	.
3	COC(=O)C1=C(c2cccc(OC)c2OC)C[C@@H]2CC[C@H]1N2C(=O)N1CCC(C)CC1	.	0.13	.	.	.
4	COC/C=C1\CN2C3C[C@@H]1[C@H]1COC4=Nc5cc(OC)c(OC)c(OC)c5[C@@]43C[C@@H]12	.	-0.55	.	.	.
5	COC(=O)C1=C(c2ccc(S(C)(=O)=O)cc2)C[C@@H]2CC[C@H]1N2C(=O)NCc1ccco1	.	0.13	.	.	.
6	COC(=O)[C@@H]1C[C@]2(C(=O)O)c3ccccc3N(OOSc3ccccc3)[C@@H]2N1C(=O)OC	.	-0.17	.	.	.
7	CC1(C)CC[C@]2(C)CC[C@]3(C)C4C[C@@H]5OO[C@@]6(O5)C(CCCC6(C)C)[C@]4(C)CC[C@@]3(C)C2C1 (stereo partly specified)	.	0.67	.	.	.
8	COc1cc(N)c(Cl)cc1C(=O)NC1CN2CCC1CC2 (stereo unspecified)	.	0.008	.	.	.
9	CN1OCC2Cn3c(nc4ccccc43)C21 (stereo unspecified)	.	-0.48	.	.	.
10	CCOC(=O)c1cccc(NC(=O)c2c(O)[nH]c(=O)[nH]c2=O)c1	.	-0.015	.	.	.
11	COc1cc2c(cc1OC)-c1c(OC)c(OC)cc3c1[C@H](C2)N(C)CC3	.	0.87	.	.	.
12	CC[C@H]1CN(C)C[C@@]2(C(=O)OC)Cc3c([nH]c4ccccc34)C(=O)C[C@@H]12	.	0.21	.	.	.
13	Oc1ccc2c3c1O[C@H]1c4[nH]c5ccccc5c4C[C@@]4(O)C(C2)N(CC2CC2)CC[C@]314	.	0.045	.	.	.
14	COC(=O)C1=CO[C@@H](C)[C@@H]2CN(CCc3c[nH]c4ccccc34)CC[C@H]12	.	-0.002	.	.	.
15	O=C(Nc1ccccc1)c1c(O)[nH]c(=O)[nH]c1=O	.	0.63	.	.	.
16	Cc1ccc(C)c(NC(=O)CSc2nnc([C@@H](N)Cc3c[nH]c4ccccc34)o2)c1	.	0.53	87	94	.
17	Cc1nc2c(-c3ccccc3)c(C)nn2c(C)c1CCC(=O)N1CCC2(CC1)OCCO2	-2	1.7	.	.	1

Part of the list above, in transposed form.
#1 CCC1=CCN(CCc2c(C)[nH]c3ccccc23)CC1
#2 CC1=C(C/C(C)=C/c2ccccc2)/C(=C/CO)[C@@H]2OC(=O)O[C@]2(C)C12CC2
#3 COC(=O)C1=C(c2cccc(OC)c2OC)C[C@@H]2CC[C@H]1N2C(=O)N1CCC(C)CC1
#4 COC/C=C1\CN2C3C[C@@H]1[C@H]1COC4=Nc5cc(OC)c(OC)c(OC)c5[C@@]43C[C@@H]12
#5 COC(=O)C1=C(c2ccc(S(C)(=O)=O)cc2)C[C@@H]2CC[C@H]1N2C(=O)NCc1ccco1
#6 COC(=O)[C@@H]1C[C@]2(C(=O)O)c3ccccc3N(OOSc3ccccc3)[C@@H]2N1C(=O)OC
#7 CC1(C)CC[C@]2(C)CC[C@]3(C)C4C[C@@H]5OO[C@@]6(O5)C(CCCC6(C)C)[C@]4(C)CC[C@@]3(C)C2C1 (stereo partly specified)
#8 COc1cc(N)c(Cl)cc1C(=O)NC1CN2CCC1CC2 (stereo unspecified)
#9 CN1OCC2Cn3c(nc4ccccc43)C21 (stereo unspecified)
#10 CCOC(=O)c1cccc(NC(=O)c2c(O)[nH]c(=O)[nH]c2=O)c1

assay / compound,1,2,3,4,5,6,7,8,9,10
S1P2 ag,.,.,.,.,.,.,.,.,.,.
DAT uptake mod,-0.58,0.064,0.13,-0.55,0.13,-0.17,0.67,0.008,-0.48,-0.015
HUVEC inhibit,.,.,.,.,.,.,.,.,.,.
Lung fibro prol,.,.,.,.,.,.,.,.,.,.
S1P2 antag,.,.,.,.,.,.,.,.,.,.
